EWS-Fli inh: EWS/Fli-driven NR0B1 reporter inhibitors, primary screen, A673 cells, NR0B1 luciferase, luminescence, MLPCN library | viability-normalised | inhibition, % at 12.6 µM | hit rate 0.67% among 350,000 | AID 651661, 2012;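 active means mean inhibition of at least 50% after viability correction, with every replicate also passing that limit; inconclusive means mean reaches 50% but only one of two replicates passes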;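 further: firefly luciferase signal divided by Alamar Blue viability fluorescence both relative to DMSO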
SIRT5 block: SIRT5 desuccinylase inhibitors, primary screen, biochemical, fluorescence imaging, single point, set 5; NAD-dependent protein deacylase sirtuin-5, mitochondrial (Homo sapiens), Q9NXA8; Purified SirT5, succinyl-peptide AMC, trypsin-coupled fluorescence; inhibition, % at 15 µM; hit rate 1.1% among 330,000; AID 652115, 2013; in the data active means inhibition above about 15%; inconclusive means no clear call, values can overlap the other calls
Target sequence (Q9NXA8 whole entry, looked up): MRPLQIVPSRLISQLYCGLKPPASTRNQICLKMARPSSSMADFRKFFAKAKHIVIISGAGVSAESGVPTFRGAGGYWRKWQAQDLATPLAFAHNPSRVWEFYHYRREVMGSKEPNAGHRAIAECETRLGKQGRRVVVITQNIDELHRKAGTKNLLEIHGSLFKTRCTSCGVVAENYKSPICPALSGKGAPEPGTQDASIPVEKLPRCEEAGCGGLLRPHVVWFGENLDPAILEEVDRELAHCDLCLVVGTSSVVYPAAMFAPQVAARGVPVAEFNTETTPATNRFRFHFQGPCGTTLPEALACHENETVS
LGR2 inh: inhibitors of bursicon-induced LGR2 CRE-luciferase signal, primary screen, cell-based, HEK293, CRE-luciferase reporter, bursicon stimulation; hit rate 0.35% among 380,000; Drosophila bursicon receptor LGR2 (rickets); inhibition, % at 9.99 µM; bursicon-stimulated, 4 h;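 active means drop in luminescence signal, shown as inhibition above about 50% in the replicate tests, limit read from the data, passing the limit was not always enough; inconclusive means probably only some replicates passing the limit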;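 further: agonist challenge used bursicon conditioned medium at about half maximal strength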
ARNT TACC3 PPI: disruptors of ARNT/TACC3 protein interaction, primary screen, biochemical, AlphaScreen, single concentration; Transforming acidic coiled-coil-containing protein 3 (Homo sapiens), Q9Y6A5; hit rate 0.66% among 390,000; AlphaScreen His-ARNT PAS-B/GST-TACC3 binding, luminescence; TACC3 fragment carries E629A point mutation; inhibition, % at 9.99 µM;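 active means mean inhibition of replicates at least 50% and at least half of replicates each reaching 50%; inconclusive means half or more replicates reach 50% but mean below 50%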;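 further: 0% = complete ARNT plus TACC3 wells and 100% = ARNT alone without TACC3; many hits fall short of the cut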
CASP6 VEID inh: human caspase-6 inhibitors, primary screen, biochemical, VEID-R110 fluorescence, single point, set 2; P55212; purified caspase-6, Z-VEID-R110 cleavage fluorescence; inhibition, % at 12.5 µM; hit rate 0.53% among 350,000; AID 686996, 2013;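 active means mean inhibition across replicates at least about 35%, with every replicate also reaching that limit, limit read from the data; inconclusive means only one of the two criteria met; inactive means neither criterion met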;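 further: 0% = median of neutral control wells and 100% = no fluorescence left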
Target sequence (P55212 24-179 limits assumed): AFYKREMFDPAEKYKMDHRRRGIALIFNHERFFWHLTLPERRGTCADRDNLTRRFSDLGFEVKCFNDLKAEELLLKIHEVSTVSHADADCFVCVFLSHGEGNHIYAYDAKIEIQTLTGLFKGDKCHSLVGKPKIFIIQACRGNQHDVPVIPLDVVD
Target sequence (P55212 194-293 limits assumed): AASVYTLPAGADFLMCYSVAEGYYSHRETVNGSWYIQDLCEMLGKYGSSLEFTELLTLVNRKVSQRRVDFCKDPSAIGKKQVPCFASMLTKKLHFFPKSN
DENV2 CPE rescue: inhibitors of DENV2 cytopathic effect, primary screen, cell-based, plate reader, single concentration. DENV2-infected cells, cytopathic effect rescue. CPE inhibition, % at 9.99 µM. hit rate 1.7% among 350,000. AID 651640, 2012; in the data active means CPE inhibition above about 20%, passing the limit was not always enough; inconclusive means no clear call, values can overlap the other calls; tested in BHK-21 cells;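 further: 0% = median of neutral control wells and 100% = median of positive control wells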
PAX8 inh HTS: inhibitors of PAX8-driven TPO luciferase reporter, primary screen, RMG-I cells, single concentration | inhibition, % at 12.6 µM | hit rate 1.2% among 360,000 | SteadyGlo, 24 h;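 active means mean replicate inhibition at least 60% with every replicate also reaching 60%; inconclusive means only one of the two criteria is met; inactive means mean below 60% and not all replicates reaching 60%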;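 further: luciferase light reporting Pax8 driven TPO promoter activity; plate controls were median of neutral control wells for no effect and mitoxantrone controls for full effect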
The depositor's hits bear a star; ? = inconclusive; · = no result given.

SMILES,EWS-Fli inh,SIRT5 block,LGR2 inh,ARNT TACC3 PPI,CASP6 VEID inh,DENV2 CPE rescue,PAX8 inh HTS
C[C@@H]1CN([C@H](C)CO)S(=O)(=O)c2ccc(-c3ccccc3)cc2O[C@@H]1CN(C)C(=O)CC1CC1,5.8,-0.9,-13.0,1.0,2.5,-8.4,8.1
Cc1ccnc2nc(C(=O)OCC(=O)N(Cc3ccccc3)C(C)(C)C)nn12,-0.1,2.6,-17.3,-4.4,-1.7,3.1,3.1
O=C(Cn1ccc([N+](=O)[O-])n1)NCCc1c[nH]c2ccccc12,9.8,0.5,1.5,-3.8,9.2,7.1,19.3
Cc1oc(-c2cccs2)nc1CS(=O)CC(=O)NCCCN1CC(C)CC(C)C1 (configuration not stated),0.1,-0.4,·,4.9,-2.1,-11.9,-0.1
CCN(Cc1nc2cc(Cl)ccc2c(=O)[nH]1)C(=O)CN1C(=O)NC2(CCCCC2C)C1=O (configuration not stated),3.0,-2.8,9.9,8.8,1.6,1.8,10.9
CC(=O)NC(CC(=O)Nc1cc(Cl)ccc1-n1cncn1)c1ccccc1 (configuration not stated),6.0,-2.0,-5.6,-2.5,1.2,-1.5,18.0
C[C@@H]1CCCCO[C@@H](CN(C)C)[C@@H](C)CN([C@H](C)CO)C(=O)c2cc(NC(=O)CCCCCC(=O)Nc3ccccc3N)ccc2O1,-5.4,-0.6,6.0,·,3.0,-0.6,·
CSc1sc(C(=O)NC(=O)NCc2cccnc2)c(C)c1-c1ccon1,-17.2,-6.7,·,-7.1,-5.4,-0.1,17.6
C[C@@H]1CN([C@@H](C)CO)C(=O)c2cc(NS(=O)(=O)c3ccccc3)ccc2O[C@@H]1CN(C)C,·,-1.0,2.2,·,3.6,-0.5,-7.3
O=C(c1cc2cc(Cl)ccc2[nH]1)N1CCc2ccccc2C1,-33.8,-3.7,-12.9,-5.1,-2.0,3.0,15.0
COc1ccccc1-c1cn(CC[C@H]2CC[C@H](NC(=O)c3cnccn3)[C@@H](CO)O2)nn1,·,5.4,33.2,0.4,-1.8,6.7,·
CC(=O)N1[C@H](CO)[C@@H](c2ccc(C3=CCCC3)cc2)[C@H]1CNC(=O)CN(C)C,3.5,·,2.3,2.8,·,?,1.1
COC(=O)c1ccc(C2NC(=O)CCC2[N+](=O)[O-])cc1 (configuration not stated),-2.3,3.6,-10.2,-5.8,-0.7,-3.4,-8.4
COCCNC(=O)C[C@H]1C[C@@H]2c3cc(NC(=O)CC4CC4)ccc3O[C@@H]2[C@@H](CO)O1,-11.3,-0.5,-5.3,-10.1,-3.9,3.4,-24.2
COc1ccc(NC(=O)N(C)C[C@@H]2OCc3ccccc3-c3c(n(C)c4ccccc34)C(=O)N([C@@H](C)CO)C[C@@H]2C)c(OC)c1,-9.1,1.3,5.2,13.5,1.0,-2.1,15.1
COc1cc(CN2CCC(C(=O)NCC(C)(C)CN(C)C)CC2)ccc1OCc1ccccc1,-7.6,-3.1,-5.6,-4.3,-54.6,-15.9,5.3
O=c1c2ccc(Cl)cc2nc2n1CC/C2=C\c1cccc(O)c1,6.0,-0.9,-7.9,4.6,1.3,-3.1,-18.1
COc1ccc(S(=O)(=O)N2CCC(C(=O)Oc3cccc(C)c3)CC2)cc1OC,·,-7.6,-5.7,-20.8,-5.0,7.1,15.5
CC(=O)Nc1cccc(C(=O)N/N=C/c2ccc(F)cc2)c1,-57.4,-1.4,-7.5,4.3,1.0,·,-125.1
Cc1ccc(S(=O)(=O)Nc2cccc3c2O[C@H](CN(C)C(=O)Nc2ccc(C(F)(F)F)cc2)[C@@H](C)CN([C@@H](C)CO)C3=O)cc1,-0.9,14.9,16.5,·,-1.9,10.2,-9.0
CC1=C(C(=O)Nc2ccccc2F)C(c2cccs2)NC(=S)N1 (configuration not stated),2.2,9.1,0.9,3.6,2.0,7.5,-6.3
COCC#Cc1ccc2c(c1)O[C@H](CN(C)Cc1ccc3c(c1)OCO3)[C@H](C)CN([C@@H](C)CO)S2(=O)=O,-12.0,·,5.8,·,·,·,-0.2
C[C@H](CO)N1C[C@H](C)[C@H](CN(C)CC2CCCCC2)Oc2c(NC(=O)Nc3ccc4c(c3)OCO4)cccc2C1=O,-0.3,-3.2,-5.6,-1.5,-0.6,6.0,-4.1
O=C1c2oc3ccccc3c(=O)c2C(c2cccc(O)c2)N1CCCN1CCOCC1 (configuration not stated),0.0,·,31.5,·,2.9,6.0,5.9
CNC[C@@H]1Oc2ncc(-c3ccccc3)cc2C(=O)N([C@H](C)CO)C[C@@H]1C,-11.5,-0.9,-8.3,-0.8,-1.0,1.9,·

2 records picked at random from those above:
SMILES,EWS-Fli inh,SIRT5 block,LGR2 inh,ARNT TACC3 PPI,CASP6 VEID inh,DENV2 CPE rescue,PAX8 inh HTS
O=C(c1cc2cc(Cl)ccc2[nH]1)N1CCc2ccccc2C1,-33.8,-3.7,-12.9,-5.1,-2.0,3.0,15.0
COc1ccc(S(=O)(=O)N2CCC(C(=O)Oc3cccc(C)c3)CC2)cc1OC,·,-7.6,-5.7,-20.8,-5.0,7.1,15.5

Continuation:
SMILES,EWS-Fli inh,SIRT5 block,LGR2 inh,ARNT TACC3 PPI,CASP6 VEID inh,DENV2 CPE rescue,PAX8 inh HTS
Cc1ccc(C(=O)Nc2nc(-c3ccc([N+](=O)[O-])cc3)cs2)o1,-17.7,-3.4,-12.3,-1.5,1.9,-1.9,5.6
O=C(C[C@H]1C=C[C@H](NC(=O)Nc2cc(F)ccc2F)[C@H](CO)O1)NCc1ccncn1,-3.4,-1.0,9.2,-4.4,1.6,-2.9,-11.3
COc1ccc(-c2cc(C(=O)Nc3nc4ccccc4s3)c3ccccc3n2)cc1OC,-13.9,-3.8,-17.3,-8.8,-1.0,-15.2,10.3
O=C(COc1cccc2ccccc12)N/N=C/C=C/c1ccccc1,·,·,10.5,-0.5,·,·,-42.6
CC(=O)c1ccc(NC(=O)CSc2ccsc2[N+](=O)[O-])cc1,-17.1,-3.1,-7.9,·,9.3,·,-10.3
Cc1ccc(-c2nnn(CC(=O)N(CCN3CCOCC3)C(C(=O)NC(C)(C)C)c3ccco3)n2)cc1 (configuration not stated),-2.7,3.5,-8.5,-0.2,8.8,16.8,-7.7
O=C(C[C@H]1C[C@@H]2c3cc(NS(=O)(=O)c4ccccc4)ccc3O[C@@H]2[C@@H](CO)O1)NC1CCCCC1,-0.2,-3.6,-1.5,1.1,-1.8,-2.5,17.5
C=C[C@@H]1c2c(F)cccc2N(S(=O)(=O)c2ccc(C)cc2)[C@H](c2ccc(C(=O)OC)cc2)C1(C#N)C#N,6.4,2.7,19.1,-0.1,-2.7,-8.7,28.6
C[C@@H]1CN([C@@H](C)CO)C(=O)c2cc(NC(=O)Nc3ccc4c(c3)OCO4)ccc2O[C@@H]1CN(C)Cc1ccc(Oc2ccccc2)cc1,16.5,2.8,4.2,2.8,-1.9,?,·
CCN(CC)CCNC(=O)c1ccc(-n2c(C)cc3c2CCCC3=O)cc1,6.8,-3.0,16.5,13.0,-24.9,-2.4,13.5
O=C(Nc1ccccc1)c1cccnc1Nc1ccccc1,·,-5.0,-27.8,-4.3,5.9,·,·
COc1ccc(C2OC(=O)CC2C(=O)N2CCN(c3cc(Cl)ccc3C)CC2)cc1OC (configuration not stated),-1.7,2.2,12.0,0.5,-2.4,-5.9,-0.7
Cc1ccc(NC(=O)CSc2nnc(CCCCCNC(=O)OC(C)(C)C)o2)c(C)c1,0.4,-0.3,17.6,·,0.8,·,·
CCOC(=O)c1sc(NC(=O)c2cc(-c3cccc(O)c3)on2)c(C(=O)OCC)c1C,-9.8,·,-4.9,-6.5,-0.5,7.4,-21.7
COCC(=O)Nc1ccc2c(c1)C(=O)N(C)C[C@H](OC)[C@H](C)CN(C(=O)Cc1cccnc1)[C@H](C)CO2,-2.1,0.9,-7.5,0.8,19.7,3.6,·
C[C@@H]1CN([C@H](C)CO)C(=O)c2cccc(NC(=O)Nc3ccc4c(c3)OCO4)c2O[C@H]1CN(C)C(=O)Nc1ccc(C(F)(F)F)cc1,0.5,5.1,-6.6,6.5,4.9,1.8,·
CO[C@H]1CN(C)C(=O)c2cc(NC(=O)c3ccno3)ccc2OC[C@@H](C)N(S(C)(=O)=O)C[C@@H]1C,·,2.3,-8.5,·,-1.0,-3.9,-26.4
CCOc1ccc(N2C(=O)CC(Sc3nc(C)cc(C)n3)C2=O)cc1 (configuration not stated),-1.3,2.7,-5.6,-4.0,0.0,4.1,·
CC(C)OCCCNC(=S)N1CCC(C(=O)c2ccc(F)cc2)CC1,1.2,2.0,-2.0,·,-0.1,5.9,-1.0
CCn1c(=O)c(C(=O)Nc2ncccc2O)c(O)c2ccccc21,2.3,-1.6,24.0,6.8,-6.4,15.2,21.2
C[C@H]1CN([C@@H](C)CO)C(=O)c2cc(/C=C/c3ccccc3)cnc2O[C@H]1CN(C)Cc1ccccc1F,4.9,-4.8,8.9,2.1,-1.5,5.9,15.6
C=CCn1c(C)cc(C2=NNC(=NCC)SC2)c1C,91.7*,2.9,84.5*,4.0,-12.4,-1.5,106.6*
COc1ccc(/C=N/NC(=O)c2ccc(N)cc2)cc1Cn1cc([N+](=O)[O-])cn1,0.6,3.2,17.8,-3.9,-3.6,-4.5,15.6
COc1ccc2ccccc2c1/C=N/n1cnnc1,4.0,2.6,-9.8,0.8,-0.3,-5.1,7.1
O=C(Nc1nc2c(s1)CCCC2)C1COc2ccccc2O1 (configuration not stated),-81.6,3.1,80.0*,-1.0,6.4,·,-28.6
CC1CCN(CCCNC(=O)c2cc3c(Cl)nc4ccccc4c3s2)CC1,9.4,-1.5,4.2,1.3,-27.1,-2.5,-2.7
O=C1CN(Cc2ccccc2)C[C@H]2[C@H](c3ccc(Br)cc3)[C@@H](CO)N12,-4.9,-5.3,18.8,·,0.6,2.2,-3.2
C[C@@H]1CN([C@@H](C)CO)C(=O)c2cc(NC(=O)Nc3ccccc3)ccc2O[C@@H]1CN(C)Cc1ccc(C(=O)O)cc1,-8.6,-2.1,1.1,-5.2,0.7,-4.1,4.6
C[C@H]1CN([C@@H](C)CO)C(=O)CCCn2cc(nn2)CO[C@H]1CN(C)C(=O)C1CCCCC1,-0.7,-3.9,10.8,-4.6,-0.2,1.2,·
C[C@H](CO)N1C[C@H](C)[C@@H](CN(C)Cc2cccc(F)c2)Oc2cc(-c3ccccc3)ccc2S1(=O)=O,3.8,3.2,4.7,-4.4,-1.6,?,·
CN(C)c1ccc2c(c1)[C@H]1C[C@H](CC(=O)NCc3ccccn3)O[C@H](CO)[C@H]1O2,-5.6,-1.8,16.4,10.9,26.9,?,-7.2
O=C(CN1CCOCC1)N1CC[C@@H]2[C@H](CO)Nc3ccc(-c4ccccc4)cc3[C@@H]21,-16.9,-1.2,-30.6,-9.2,-0.5,17.7,-4.9
O=C(/C=C/c1ccncc1)c1ccc2c(c1)OCCO2,4.1,-0.9,89.2*,-5.7,5.1,6.8,-21.9
CCOc1ccc(NC(=S)Nc2ccccc2C2CC2)cc1,5.5,-3.7,-3.5,-2.5,-0.4,1.8,3.5
CCN(CC)CCn1nc2c3c(cccc3c1=O)-c1ccccc1-2,9.2,-1.0,·,3.5,-2.2,-0.3,?
NC(=O)CC(NC(=O)c1cccc(Br)c1)c1ccc(NC2CCCCCCCCCCC2)c([N+](=O)[O-])c1 (configuration not stated),-6.9,-0.9,·,3.7,-4.0,-7.4,20.2

High-throughput results as filed in PubChem.
